HIV peptide binding – inhibitors of HIV fusion peptide binding, primary screen, biochemical, uHTS, fluorescence dequenching (AID 1986); cell-free peptide binding, fluorescence dequenching, 30 min; higher % means a stronger effect; one-dose inhibition, % at 20 µM; IC50 in µM for titrated hits; 290,000 compounds, 0.3% hits; in the data active = inhibition mostly above about 52%, no sharp cut-off; inactive = mostly below about 76%; also: some results filed as inactive read as strong as hits
KOR beta-arrestin-1 – KOR antagonists, beta-arrestin recruitment, cell-based, luminescence, uHTS (AID 1778); Kappa-type opioid receptor (Homo sapiens); KOR beta-arrestin recruitment, luminescence, antagonist mode; higher % means a stronger effect; inhibition, % at 10 µM, or IC50 in µM where a hit was titrated; 290,000 compounds, 0.091% hits; also: strong numbers were not always called active
Yfh1-depleted yeast – enhancers of respiration in Yfh1-depleted yeast, dose response, Friedreich's ataxia, plus single-dose screen (AID 1465); 220,000 compounds, 0.074% hits; fold induction at 50 µM, or EC50 in µM where a hit was titrated; S. cerevisiae Yfh1-off respiration, WST-1 reduction, 72 h; higher fold induction means a stronger effect;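 active = fold induction of absorbance versus untreated yeast above a set limit, then at least 30% activation at any dose in follow-up; inconclusive = repeats straddling the limit, or above it without dose testing; inactive = fold induction below the set limit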;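 also: activators that raise dye reduction in frataxin-depleted yeast; strong numbers were not always called active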
NS5 inhibitors – Dengue-2 NS5 methyltransferase inhibitors, primary screen, biochemical, confirmation dose response (AID 588689) | Dengue-2 NS5 methyltransferase capping enzyme assay, biochemical; higher % means a stronger effect | Genome polyprotein (Dengue virus type 2 (strain 16681-PDK53)) | 340,000 compounds, 0.3% hits | inhibition, % at 25 µM, or IC50 in µM where a hit was titrated; in the data active = a potency from the dose series; inconclusive = inhibition above about 29% without an active follow-up result
KOR beta-arrestin-2 – KOR agonists, beta-arrestin recruitment, primary screen, cell-based, luminescence, uHTS (AID 1777). one-dose activation, % at 10 µM; EC50 in µM for titrated hits. Kappa-type opioid receptor (Homo sapiens). KOR beta-arrestin recruitment, luminescence; higher % means a stronger effect. 280,000 compounds, 0.02% hits; in the data active = activation above about 50%, passing the limit was not always enough; also: a part of the inactive calls stands beside numbers as strong as those of hits
West Nile antiviral – West Nile virus antiviral activity, cell-based, CPE readout (AID 1621); West Nile virus-infected cells, CPE inhibition; higher % means a stronger effect; one-dose CPE inhibition, % at 10 µM; IC50 in µM for titrated hits; 290,000 compounds, 0.02% hits; in the data active = a potency from the dose series; inconclusive = CPE inhibition mostly from about 3.7% at the one dose, without a potency; inactive = the rest, 99 in 100 with CPE inhibition below about 2.2%; also: strong numbers were not always called active
AID2073 – inhibitors of Mint1-CaV2.2 protein interaction, biochemical, HTRF (AID 2073). Voltage-dependent N-type calcium channel subunit alpha-1B (Homo sapiens). 290,000 compounds, 0.19% hits. inhibition, % at 20 µM, or IC50 in µM where a hit was titrated. HTRF protein-protein interaction, Mint1-CaV2.2; higher % means a stronger effect; in the data active = inhibition mostly above about 51%, no sharp cut-off; inconclusive = no clear call, values can overlap the other calls; inactive = mostly below about 53%; also: some results filed as inactive read as strong as hits
NOD1 inhibition – NOD1 signaling inhibitors, primary screen, cell-based, luminescence, uHTS (AID 1578); NOD1-driven NF-kB luciferase reporter cells, luminescence; higher % means a stronger effect; one-dose inhibition, % at 4 µM; EC50 in µM for titrated hits; 290,000 compounds, 1% hits; in the data active = inhibition mostly above about 36%, no sharp cut-off; inactive = mostly below about 34%;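 also: HEK-293T reporter cells stimulated with the NOD1 agonist gamma-tri-DAP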
NOD2 inhibition – NOD2 signaling inhibitors, cell-based, luminescence, uHTS, HEK293 (AID 1566) | HEK293 NOD2/NF-kB luciferase reporter, luminescence; higher % means a stronger effect | inhibition, % at 4 µM; hits with a dose series show EC50 in µM | 290,000 compounds, 0.63% hits; also: many of its hits are not listed in these tables
NS5 inhibitors pilot replicate – also measured in NS5 inhibitors; calls as there; inhibition, %; measured here: pilot screen replicate inhibition
An asterisk follows results filed as active; i = inactive; u = inconclusive; x = no result given; [ ] = another dose, or the depositor's remark. Rule as the data show it, unless noted: active = inhibition above about 50%; inactive = the rest.

SMILES | HIV peptide binding | KOR beta-arrestin-1 | Yfh1-depleted yeast | NS5 inhibitors | KOR beta-arrestin-2 | West Nile antiviral | AID2073 | NOD1 inhibition | NOD2 inhibition | others
COc1ccc(CCC(=O)NCCOc2ccc(C)cc2)cc1 | -0.5% | -22% | x | -1% | -0.6% | 0.5% | 7% | -12% | -10%
COc1ccc(CC(=O)Nc2cc(S(=O)(=O)N3CCOCC3)ccc2N2CCOCC2)cc1 | -1.1% | -4% | i | -12% | -0.7% | -0.2% | 16% | -31% | 14%
CC(=O)N1CCc2cc(C(=O)CN3CCN(C(=O)c4ccco4)CC3)ccc21 | -0.2% | 4% | i | x | -12% | 0.1% | -8% | 3% | 4%
CN(C(=O)c1ccc(Br)o1)C1(C)CCS(=O)(=O)C1 (configuration not stated) | 1.5% | 8% | x | -2% | -5.2% | 0.4% | -1% | -6% | 7%
COC(=O)C1CCN(C(=O)CN(C)Cc2ccc(C(C)(C)C)cc2)CC1 | 2.7% | -8% | x | -12% | 3.7% | 0.7% | 3% | 40% | 5%
Cc1cc(C)c2nc(N3CCC(C(=O)NCCCN4CC(C)CC(C)C4)CC3)sc2c1 (configuration not stated) | -0.6% | -68% | i | -4% | -1.3% | 2.3% | 4% | -39% | -29%
CCn1c(C)c(C)c2cc(C(=O)NCCCN3CCCC3)ccc21 | -2.1% | -9% | x | -16% | -6.5% | -0.2% | 18% | 20% | -8%
CC(=O)N1N=C(c2cccnc2)OC1c1ccc(C(C)C)cc1 (configuration not stated) | -0.4% | -51%[20 µM] | i | -5% | 0.7% | -0.2% | -7% | 2% | 8%
CCc1ccc(C)c(OC(=O)c2cncc(Br)c2)c1 | 1.3% | -9%[20 µM] | x | -1% | 0.8% | -0.1% | -1% | -39% | 6% | NS5 inhibitors pilot replicate=-6.7
CC1(C)CC2CC(C)(CN2C(=O)COC(=O)c2ccc(Cl)c(N)c2)C1 (configuration not stated) | 0.2% | -3% | i | -1% | -1.1% | -0.4% | 4% | -9% | 3%
O=C(NCCN1CCOCC1)c1cc2ccccc2o1 | 1.7% | -59% | i | -1% | 2.6% | -0.8% | -3% | -2% | 12%
Cc1cc(C)c(C(=O)/C=C/c2ccc3c(c2)OCO3)c(=O)[nH]1 | -1.9% | -36%[20 µM] | i | -1% | x | -1.2% | 4% | 9% | 5%
COc1cccc(NC(=O)N2CCCC2C(=O)NCc2ccccc2)c1 (configuration not stated) | 0.4% | 14% | i | -4% | -2.5% | 0.3% | -1% | -24% | -11%
CCc1ccc(NC(=O)CCS(=O)(=O)c2ccc3c(c2)CCN3C(C)=O)cc1 | -0.5% | 2% | x | 0% | -5.5% | -0.5% | -4% | -22% | 10%
C#CCNC(=O)C1CCN(c2ccc(S(=O)(=O)N3CCOCC3)cc2Cl)CC1 | 0.1% | -22% | i | 0% | 1.0% | 0.1% | 8% | -24% | 3%
Cc1cc(F)ccc1NCc1ccncc1 | -2.2% | 13% | i | -5% | -5.3% | -0.1% | -12% | -5% | 17%
COC(=O)COc1ccc(S(=O)(=O)NCc2cccnc2)cc1 | 0.3% | 6% | i | -3% | -0.8% | -0.6% | 5% | -26% | -1%
Fc1ccc(NC(=S)NCCN2CCOCC2)c(F)c1F | 2.6% | -19% | i | -3% | 0.0% | 0.5% | -14% | -50% | -8%
COc1ccc(-c2nc(C)sc2C)cc1 | -2.4% | 16% | i | -8% | 2.9% | 1.5% | -13% | -29% | 9%
CCOC(=O)C1(Cc2ccccc2C)CCCN(C(=O)CCn2nccc2C)C1 (configuration not stated) | -1.5% | -15%[20 µM] | i | 1% | x | -1.3% | -10% | -34% | 1%
Cc1ccc(F)cc1NC(=O)N1CCCN(C(=O)OC(C)(C)C)CC1 | -1.7% | 14% | i | 0% | -0.4% | 0.1% | -5% | -11% | -18%
Cc1ccc(CNC(=O)C2CNc3cc(C)ccc3O2)cc1 (configuration not stated) | -1.9% | -10% | i | 6% | 8.4% | 0.0% | -5% | x | -1%
CC(C)C(NC(=O)c1ccc2c(c1)OCO2)C(=O)N/N=C/c1cccs1 (configuration not stated) | -1.0% | 9% | i | 4% | 0.0% | -1.2% | -3% | -13% | 11%
CC(=O)N1N=C(c2ccc(Cl)cc2)OC1(C)C | -2.0% | -1% | i | 1% | 1.0% | -0.3% | 4% | -24% | 3%
CCN(CC)CCOc1nnc(-c2ccc(C)cc2)c2ccccc12 | 3.4% | -4% | i | -1% | 1.8% | 0.8% | 10% | -18% | -23%

A draw from above in order of length of the SMILES, highest first.
SMILES | HIV peptide binding | KOR beta-arrestin-1 | Yfh1-depleted yeast | NS5 inhibitors | KOR beta-arrestin-2 | West Nile antiviral | AID2073 | NOD1 inhibition | NOD2 inhibition | others
Cc1cc(C)c2nc(N3CCC(C(=O)NCCCN4CC(C)CC(C)C4)CC3)sc2c1 (configuration not stated) | -0.6% | -68% | i | -4% | -1.3% | 2.3% | 4% | -39% | -29%
CCOC(=O)C1(Cc2ccccc2C)CCCN(C(=O)CCn2nccc2C)C1 (configuration not stated) | -1.5% | -15%[20 µM] | i | 1% | x | -1.3% | -10% | -34% | 1%
Cc1ccc(F)cc1NC(=O)N1CCCN(C(=O)OC(C)(C)C)CC1 | -1.7% | 14% | i | 0% | -0.4% | 0.1% | -5% | -11% | -18%
COC(=O)COc1ccc(S(=O)(=O)NCc2cccnc2)cc1 | 0.3% | 6% | i | -3% | -0.8% | -0.6% | 5% | -26% | -1%
CCc1ccc(C)c(OC(=O)c2cncc(Br)c2)c1 | 1.3% | -9%[20 µM] | x | -1% | 0.8% | -0.1% | -1% | -39% | 6% | NS5 inhibitors pilot replicate=-6.7
CC(=O)N1N=C(c2ccc(Cl)cc2)OC1(C)C | -2.0% | -1% | i | 1% | 1.0% | -0.3% | 4% | -24% | 3%
O=C(NCCN1CCOCC1)c1cc2ccccc2o1 | 1.7% | -59% | i | -1% | 2.6% | -0.8% | -3% | -2% | 12%
Cc1cc(F)ccc1NCc1ccncc1 | -2.2% | 13% | i | -5% | -5.3% | -0.1% | -12% | -5% | 17%

(next part)
SMILES | HIV peptide binding | KOR beta-arrestin-1 | Yfh1-depleted yeast | NS5 inhibitors | KOR beta-arrestin-2 | West Nile antiviral | AID2073 | NOD1 inhibition | NOD2 inhibition | others
CCN(CC)C(=S)NC(=O)c1cc(OC)c(OC)c(OC)c1 | 0.2% | 0% | i | -1% | -0.3% | 0.4% | -13% | -24% | -15%
COc1ccc(N=C2S/C(=C\c3ccc(Cl)c([N+](=O)[O-])c3)C(=O)N2CCN(C)C)cc1 | -5.4% | 38% | x | -5% | 0.8% | -1.4% | 9% | -2% | 10%
NC(=O)[C@@H]1CC2(CC(c3cccc(NC(=O)[C@@H]4CCC(=O)N4)c3)=NO2)CN1C(=O)Cc1ccc([N+](=O)[O-])cc1 (some centres not stated) | -1.2% | -16% | i | -4% | 4.3% | 0.3% | 9% | -1% | 1%
O=C1c2cccc3c(N4CCCCC4)ccc(c23)C(=O)N1CCO | -0.2% | -3% | i | u | 1.8% | 0.3% | 25% | x | -37%
COCCN(C(=O)Nc1ccccc1)c1ccccc1C | 0.6% | 25% | i | 4% | -3.3% | 0.0% | 1% | 0% | 6%
COc1ccc(OC)c(-c2c3c([nH]c(=S)c2C#N)CCCC3)c1 | 0.1% | 16% | i | -5% | -4.7% | 0.1% | 27% | -18% | 11%
Cc1ccc([N+](=O)[O-])cc1N=Nc1c(C)[nH]n(C(N)=S)c1=O | -0.8% | 25% | x | 7% | -2.9% | 0.9% | 7% | -4% | 2%
COc1ccc(C(=O)C2CCCN(C(=O)/C=C/c3cnc[nH]3)C2)c(C)c1 (configuration not stated) | 0.2% | -10% | x | 23% | 2.7% | 0.2% | 9% | -34% | 4%
CC(C)c1ccc(CNC(=O)C2CCCN2S(=O)(=O)c2ccccc2)cc1 (configuration not stated) | 0.2% | 22% | x | -4% | -7.0% | -1.1% | 4% | 3% | -4%
CC(C)[C@H](NC(=O)N1CCn2c1nc1ccccc12)C(=O)NCc1ccccc1Cl | 0.7% | x | x | -1% | x | -0.6% | -16% | -27% | -25%
COC(=O)c1ccc(Cl)cc1NC(=O)/C=C/c1ccc(C)o1 | 24% | -41% | i | 1% | 3.5% | 0.1% | 22% | 0% | 8%
Cc1ccc(NC(=O)CSc2nnc(-c3ccncc3)n2N)cc1C | 2.9% | 17% | i | -7% | 37% | 0.7% | 2% | 17% | -1% | NS5 inhibitors pilot replicate=-0.6
C/C(=C\c1ccccc1)C(=O)N1CCN(Cc2ccc3c(c2)OCO3)CC1 | -1.4% | -18% | x | -5% | -2.8% | -0.8% | -5% | 6% | -11%
CCOC(=O)c1ccc(NC(=O)CSc2nnc(-c3cccs3)n2CC)cc1 | -1.4% | 16% | i | -5% | 8.3% | -0.3% | 6% | -22% | 12%
CCN=c1scc(C)n1/N=C/c1ccsc1 | -1.3% | -1% | i | 2% | -1.9% | -0.2% | 21% | -78% | -42%
CCn1c(C)cc(/C=C2\NC(=O)N(Cc3ccc(Cl)cc3)C2=O)c1C | 3.6% | -17% | i | -9% | 3.5% | 0.2% | -11% | 0% | -11%
CNS(=O)(=O)c1ccc(NC(=O)Nc2ccc3c(c2)OCO3)cc1 | -0.7% | 34% | x | -26% | -1.1% | 0.0% | 9% | -55% | -44%
Cc1cc(S(=O)(=O)NCc2cccnc2)ccc1F | 0.7% | -40%[20 µM] | x | -3% | -6.1% | -1.2% | 3% | -20% | 5% | NS5 inhibitors pilot replicate=2.1
Cc1cccc(N2CCN(C(=O)c3cc(S(=O)(=O)N4CCCC4)cn3C)CC2)c1C | -1.7% | -78%[20 µM] | x | 2% | -1.1% | -1.0% | 10% | -4% | -9%
c1ccc2c(c1)CCN2CCN1CCc2ccccc21 | -1.2% | -16% | i | 11% | -3.5% | 0.2% | -6% | -11% | 24%
COc1ccc(C(=O)Nc2cccc(-c3nc4ncccc4o3)c2C)cc1 | -1.2% | 11% | i | -4% | -0.1% | -0.2% | 0% | -5% | 13%
CN1CCN(c2cc(C(F)(F)F)nc3ccc(F)cc23)CC1 | 0.4% | 10% | i | -1% | 2.3% | 0.1% | 5% | 6% | 17%
COc1ccc(OC)c(S(=O)(=O)NCCCN2CCCC2=O)c1 | 1.0% | -3% | x | -2% | -0.7% | 0.8% | -1% | -26% | -11%
Cc1ccc(C(=O)NCC(=O)OCC(=O)NCC(F)(F)F)cc1 | -0.5% | 3% | i | -8% | -2.5% | -0.3% | 10% | -13% | 9%
COc1ccc(-c2cc3ccccc3n2CC(O)CNC(CO)(CO)CO)cc1 (configuration not stated) | 2.8% | -13% | i | 2% | -2.4% | 0.0% | 4% | -15% | -5%
CC12CCC(C(=O)N(CSC(=S)N/N=C\c3ccccc3)C1=O)C2(C)C (configuration not stated) | -1.4% | 1% | x | -5% | -5.0% | x | -13% | -12% | 0%

High-throughput results (PubChem)

An excerpt. The share of hits here may be higher or lower than overall.
